HT1080-NT tox: qHTS for induction of synthetic lethality in tumor cells producing 2HG: qHTS for the HT-1080-NT fibrosarcoma cell line | HT-1080-NT fibrosarcoma viability, CellTiter-Glo ATP luminescence, 48 h | AID 686970, 2013 | Potency, µM (series often up to 46.1 µM), for the others: at the top dose activity, negative = less viability, most hits filed as cytotoxic | 1.6% of 360,000 active;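 note: NT is the 2HG producing partner of a matched IDH1 knockdown line; potency is the fitted concentration of half-maximal effect; 0% = DMSO-treated cells and -100% = media-only wells without cells; nearly all actives have a fitted effect of over 55% in size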
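A 48-hour cytotoxicity screen used HT-1080-NT cells plated 2 hours before compound delivery. ATP-based CellTiter-Glo luminescence measured viability, normalized to DMSO and no-cell controls.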
IL1B secr inh: qHTS for Inhibitors of Inflammasome Signaling: IL-1-beta AlphaLISA Primary Screen; THP-1 LPS/ATP IL-1B secretion, AlphaLISA, 16 h; hits give low values; activity change, % at 57.5 µM; 4.7% of 360,000 active; AID 743279, 2014; in the data active = activity change below about -50%; inconclusive = mostly about -30% to -49%; note: % is set by controls: 0 for no effect and ±100 for the full control effect
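Secreted IL-1B measured by AlphaLISA bead assay after 16 h compound exposure of THP-1 cells; compounds (final up to 57.5 uM) added 1 h before LPS (250 ng/mL) and ATP (1.25 mM) stimulation; lower signal means less secretion.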
KB-3-1 cytotox: qHTS assay for MDR1-selective chemotherapeutics: Primary screen using the parental adenocarcinoma cell KB-3-1 | KB-3-1 viability, CellTiter-Glo ATP luminescence, 72 h | Potency, µM (titrated, usually from 46.1 µM), for the others: top-dose activity change, negative = cytotoxic, actives largely listed as cytotoxic | 1.4% of 400,000 active | AID 1347075, 2019; note: potency is the fitted concentration of half-maximal effect; % is set by controls: 0 for no effect and ±100 for the full control effect; nearly all actives have a fitted effect of over 60% in size
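Multi-concentration cytotoxicity screen in KB-3-1 cells grown in DMEM lacking phenol red with 10% FBS. After 72 h at 37 °C with compound, ATP-dependent luminescence was recorded.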
KB-V1 cytotox: qHTS assay for MDR1-selective chemotherapeutics: Primary screen using the drug-selected MDR subline cells KB-V1; KB-V1 MDR cells viability, CellTiter-Glo, 72 h; Potency, µM (top dose mostly 46.1 µM), without a hit: at the top dose activity change, negative = cytotoxicity, hits mostly cytotoxic; 3.4% of 400,000 active; AID 1347076, 2019; note: potency is the fitted concentration of half-maximal effect; % is set by controls: 0 for no effect and ±100 for the full control effect; nearly all actives have a fitted effect of over 60% in size
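KB-V1 MDR subline cells in DMEM (phenol-red free, 10% FBS) exposed to compounds in qHTS concentration series for 72 h at 37 degrees C. Viability read by CellTiter-Glo luminescence; concentration-effect curves fitted after normalization and correction.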
ATXN2 expr inh: Primary qHTS for Inhibitors of ATXN expression; Potency, µM (doses to about 57 µM), without a hit: at the top dose activity change, negative = inhibition, most hits filed as inhibitors; HEK-293 ATXN2-luciferase reporter, luminescence, 24 h; 0.72% of 360,000 active; note: potency is the fitted concentration of half-maximal effect; % is set by controls: 0 for no effect and ±100 for the full control effect; nearly all actives have a fitted effect of over 55% in size
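qHTS (up to 57 uM final) was run with 24 h compound exposure of reporter cells at 37 °C. Each well was multiplexed: SteadyGlo luminescence measured ATXN2-luciferase expression after a fluorogenic Gly-Phe-AFC viability readout (25 uM final).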
MCF10A rerep: A quantitative high throughput screen for small molecules that induce DNA re-replication in MCF 10a normal breast cells | MCF 10A DNA re-replication, Hoechst nuclear intensity, 48 h | Potency, µM (titrated, usually from 46.1 µM), without a hit: at the highest dose activity, positive = re-replication, usual class: activators | 2.9% of 350,000 active; note: potency is the fitted concentration of half-maximal effect; % of control where 0% means no effect; nearly all actives have a fitted effect of over 50% in size
HT1080 IDH1KD tx: qHTS for induction of synthetic lethality in tumor cells producing 2HG: qHTS for the HT-1080-IDH1KD cell line; HT-1080 IDH1 knockdown viability, ATP luminescence, 48 h; Potency, µM (series often up to 46.1 µM), for the others: top-dose activity, negative = toxicity, usual class: cytotoxic; 2% of 360,000 active;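 note: potency is the fitted concentration of half-maximal effect; 0% = DMSO wells and -100% = cell-free medium wells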
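Luminescent ATP read-out (CellTiter-Glo, 10 min at room temperature) after 48 h compound exposure at 37 °C gave viability of IDH1-knockdown HT-1080 cells. Activity was normalised to DMSO and cell-free wells, then fitted as concentration-response curves.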
SW480 rereplic: A quantitative high throughput screen for small molecules that induce DNA re-replication in SW480 colon adenocarcinoma cells; SW480 DNA re-replication, Hoechst DNA content imaging, 48 h; Potency, µM (highest dose often 46.1 µM), for the others: at the highest dose re-replication activation, most hits filed as activators; 1.8% of 340,000 active; AID 624297, 2012; note: potency is the fitted concentration of half-maximal effect; % of control where 0% means no effect; nearly all actives have a fitted effect of over 55% in size
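Image-based DNA-content assay: after two days of treatment, nuclei were labelled with the DNA dye Hoechst and imaged, and hits were compounds raising the count of nuclei showing high fluorescence intensity.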
WRN helicase inh: qHTS for Inhibitors of WRN Helicase. Bifunctional 3'-5' exonuclease/ATP-dependent helicase WRN (Homo sapiens), Q14191. WRN helicase unwinding, fluorescent forked duplex, kinetic. Potency, µM (titrated, usually from 114 µM), for the others: at the highest dose activity change, negative = inhibition, most hits filed as inhibitors. 0.46% of 360,000 active. AID 651768, 2012; note: potency is the fitted concentration of half-maximal effect; % is set by controls: 0 for no effect and ±100 for the full control effect; nearly all actives have a fitted effect of over 55% in size
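Screening of the MLSMR collection measured strand separation of a quenched forked DNA duplex (100 nM) by 20 nM WRN with 2 mM ATP, all final. Compounds were preincubated with enzyme 15 min at room temperature.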
* hit, by the source's call; ? = inconclusive; · = not tested or not shown; & = joins results of further samples; [ ] = dose if it differs, or a comment. Unless noted, calls come from the whole dose curve; as a rule, active = well fitted curve in the direction sought with a large enough effect; inconclusive = small, poorly fitted or top-dose-only effect, or another doubt; inactive = no such curve, though single readings can be large; an effect the other way counts as inactive or inconclusive.

SMILES	HT1080-NT tox	IL1B secr inh	KB-3-1 cytotox	KB-V1 cytotox	ATXN2 expr inh	MCF10A rerep	HT1080 IDH1KD tx	SW480 rereplic	WRN helicase inh
O=C(Nc1ccccc1)[C@@H]1CC=C[C@@H]2CCN(Cc3ccccc3)C(=O)[C@@H]21	0%	-7	-9%&18%	?	8%	?	15%	-1%	0%
COC(=O)c1ccc(-c2c(-c3ccccc3)ncc3cc(OC)c(OC)cc23)cc1	17%	5	-6%	9%	-10%	15%	12%	-6%	5%
O=C(c1cc(N2CCOCC2)c(F)cc1[N+](=O)[O-])N1CCOCC1	-1%	-1	0%	1%	28%	?	-5%	-7%	-4%
CCCC(=O)NCCc1nc2ccccc2n1C	-4%	-4	8%	13%	3%	-1%	-3%	-7%	4%
NC(=O)c1ccc(N=Cc2ccc([N+](=O)[O-])s2)cc1	?	-108*	?	?	?	15µM*	2%	3.3µM*	-3%
CCOC(=O)C1(C(=O)OCC)NC(=O)CC1CC(C)C (stereo unspecified)	10%	-9	13%	21%	6%	-2%	28%	-8%	3%
CN(CC(=O)Nc1ccc(Cl)cc1)C(=O)CNC(=O)Cc1cccc2ccccc12	-11%[9.24 µM]	-27	0%	?	?	?	-28%	-5%	-1%
Cc1ccc2nc(SCC(=O)Nc3ccc(F)cc3F)[nH]c2c1	?	?	2%	-15%	-9%	-6%	-28%	0%	-15%
C/C=C(\C)CN1CCCC(CO)(Cc2ccccc2)C1 (stereo unspecified)	-1%	0	-9%	-16%	-9%	6%	-15%	1%	-9%
COCCNC(=O)CN(C(=O)CCC(=O)Nc1ccccn1)c1ccc(OC)cc1	0%	10	18%	?	5%	0%	6%	-1%	7%
OCC1(Cc2ccccc2)CCN(Cc2cnc(-c3ccc(Cl)cc3)nc2)CC1	?	-94*	?	?	22%	?	26µM*	-2%	-13%
O=C(CCc1nc2ccccc2c(=O)[nH]1)OCc1ccc(-c2ccccc2)cc1	-29%	-12	-14%	-14%	-6%	?	-20%	1%	13%
CS(=O)(=O)NCCSCc1c(Cl)cccc1Cl	9%[9.24 µM]	-12	-4%	11%	-2%	?	4%	-4%	1%
CCCCCCc1nc2c(=O)[nH]c3ccccc3c2o1	-3%	-13	5%	12%	8%	1%	0%	-10%	7%
O=[N+]([O-])c1ncn(Cc2c(Cl)cccc2Cl)n1	-2%	41	-21%	8%	-4%	-6%	-1%	?	3%
Cc1nn(-c2ccccc2)c(C)c1CN(C)C(=O)c1ccc(S(=O)(=O)NCc2ccco2)cc1	3%	-3	-14%	0%	·	0%	-2%	-13%	-3%
CCN1CCN(C(=O)c2ccccc2NC(=O)c2ccc(Cl)cc2)CC1	4%	14	·	·	5%	1%	4%	2%	-20%
Cc1cc(OCc2nn[nH]n2)c2c(C)c(CC(=O)O)c(=O)oc2c1	1%	-4	-5%	25%	1%	5%	-4%	4%	-19%
CCC(=O)N1CCC1(C)C(=O)Nc1ccc(OC(F)F)cc1 (stereo unspecified)	27%	13	0%	5%	5%	·	4%	·	1%
CC(=O)Nc1ccc(Br)c2ccccc12	-4%	7	-6%	2%	-19%	4%	-5%	-13%	-8%
NC(=O)CC[C@H](NC(=O)[C@H](Cc1ccccc1)n1c(=O)[nH]c2ccccc2c1=O)C(=O)N1CCC[C@H]1C(=O)O	5%	7	0%	13%	8%	-4%	9%	-34%[inhibitor]	5%
CC(C)NC(=O)Cn1cc(S(=O)(=O)N2CCCC2)c(S(=O)(=O)N2CCCC2)c1	9%	2	15%	?	6%	-5%	20%	1%	-1%
CCC1=Nc2cc(C(=O)NCc3ccco3)ccc2Sc2ccc(Cl)cc21	5.2µM*	29	1.5µM*	1.5µM*	4%	3.7µM*	?	7.9µM*	-20%
CC(C)(C)c1ccc(S(=O)(=O)NCC(=O)N2CCN(Cc3ccccc3)CC2)cc1	0%	-20	·	·	0%	-7%	1%	20%	-12%
CCC(=O)NC(=S)NNC(=O)c1ccc(NC(=O)c2ccccc2)cc1	1%	-10	-5%	-2%	·	3%	-5%	5%	-7%
CCOC(=O)C1=C(C)N=c2s/c(=C/c3cccc([N+](=O)[O-])c3O)c(=O)n2C1c1cc(OC)c(OC)c(OC)c1 (stereo unspecified)	-4%	19	-5%	-26%	-23%	?	4%	-5%	?
O=[N+]([O-])c1ccc(N2CCN(CCOCCO)CC2)c([N+](=O)[O-])c1	-3%	-9	3%	-4%	·	-3%	1%	-3%	4%
CC1=NN2C(=N)/C(=C\c3ccc(SCc4ccccc4)o3)C(=O)N=C2S1	19%	0	?	4%	-18%	?	13%	-4%	?
Cc1c(C(=O)Nc2ccc3c(c2)OCCO3)oc2ccc(Br)cc12	-1%	-20	-29%	21µM*	33%[activator]	3%	1%	-1%	-17%
COc1cccc(NC(=S)NCc2ccco2)c1	-5%	1	-5%	?	24%	4%	13%	-42%[inhibitor]	-1%
Cc1ccc(NC2CCCN(C(=O)CCN3CCOCC3)C2)cc1C (stereo unspecified)	6%	19	4%	27%	-7%	3%	15%	1%	7%
COc1cc(/C=C2\SC(=O)N(CC(=O)Nc3cccc(C)c3)C2=O)ccc1OC(C)C(=O)O (stereo unspecified)	10%	4	2%	2%	-13%	2%	13%	-5%	-8%
O=C(c1ccc(O)cc1)c1ccc(C(=O)O)c(C(=O)O)c1	-2%	4	5%	-1%	5%	-2%	11%	1%	-5%[57.1 µM]
CCN(c1ccc(OCC(=O)OCC(=O)c2c(N)n(C)c(=O)n(C)c2=O)cc1)S(=O)(=O)c1ccccc1	-1%	24	0%	?	13%[2.22 µM]	7%	0%	-26%[1.84 µM]	-2%[57.1 µM]
COC(=O)C1=CN(c2ccc(OC)cc2)C=C(C(=O)OC)C1c1ccc([N+](=O)[O-])cc1	9%	?	-3%	-7%	-8%	4%	15%	10%	-7%
O=C(c1ccc2c(c1)OCO2)C1CCCN(Cc2cn[nH]c2-c2cccc(F)c2)C1 (stereo unspecified)	1%	-92*	23%	?	-33%	-10%	-3%	1%	-5%

Compound profiles, from the list above.
CCC(=O)NC(=S)NNC(=O)c1ccc(NC(=O)c2ccccc2)cc1 is listed as HT1080-NT tox = 1%; IL1B secr inh = -10; KB-3-1 cytotox = -5%; KB-V1 cytotox = -2%; ATXN2 expr inh = ·; MCF10A rerep = 3%; HT1080 IDH1KD tx = -5%; SW480 rereplic = 5%; WRN helicase inh = -7%
OCC1(Cc2ccccc2)CCN(Cc2cnc(-c3ccc(Cl)cc3)nc2)CC1 is listed as HT1080-NT tox = ?; IL1B secr inh = -94*; KB-3-1 cytotox = ?; KB-V1 cytotox = ?; ATXN2 expr inh = 22%; MCF10A rerep = ?; HT1080 IDH1KD tx = 26µM*; SW480 rereplic = -2%; WRN helicase inh = -13%

(further entries)
SMILES	HT1080-NT tox	IL1B secr inh	KB-3-1 cytotox	KB-V1 cytotox	ATXN2 expr inh	MCF10A rerep	HT1080 IDH1KD tx	SW480 rereplic	WRN helicase inh
CC1CC(NC(=O)N(C)C)N(C)C(=O)N1 (stereo unspecified)	1%	15	-4%	-5%	1%	1%	2%	-2%	-13%
Cc1cc(N2CCCC2)nc(SCC(=O)c2ccccc2)n1	2%	-17	-1%	-8%	30%	?	-11%	-4%	2%
CCOc1ccc(C(=O)Nc2cccc(-c3cc4ccccc4oc3=O)c2)cc1[N+](=O)[O-]	3%	1	15%	-15%	-16%	-4%	-6%	0%	8%[57.1 µM]
CC1=C(C(=O)N2CCOCC2)CC(CC(=O)NC2CCCCC2)C(=O)N1Cc1ccc(F)cc1 (stereo unspecified)	1%	20	3%	-22%	-6%	·	3%	·	-7%
CCn1c(C)nc2cc(C(=O)N/N=C/c3cccc(OC)c3O)ccc21	-28%	166	4%	?	14µM*	?	?	1.6µM*	-21%
COc1ccc(NC(=O)COC(=O)C2CC2)c(OC)c1	8%	7	-1%	0%	·	0%	6%	-14%	-1%
CCCS(=O)(=O)N1CCN(C(=O)c2cccs2)CC1	1%	15	-1%	8%	-4%	-1%	6%	-1%	3%
CC(=O)N1CCc2cc(S(=O)(=O)N3CCc4ccccc4C3)ccc21	-24%	27	-14%	-13%	-12%	3%	-21%	-2%	11%[57.1 µM]
CC1=NN(CCC#N)C(=O)/C1=C/c1ccc(N(C)C)cc1	13%	-7	10%	-2%	-13%	-8%	20%	0%	-7%
CNC(=O)COc1ccccc1C(=O)Nc1ccc2c(c1)oc1ccccc12	-22%	-69*	-2%	-20%	?	3%	?	13%	-9%
CCCOc1ccc(F)cc1-c1cc(C(=O)NCc2ccc(F)cc2)[nH]n1	?	?	?	?	0%	·	-15%	·	-2%
CCCS(=O)(=O)c1nc(S(=O)(=O)c2ccc(C)cc2)c(N2CCN(CC)CC2)s1	10%	?	-28%	-7%	8%	-2%	-3%	1%	-1%
O=C(O)C(=Cc1ccccc1[N+](=O)[O-])c1ccccc1	0%	13	9%	0%	13%	-1%	15%	-4%	-3%
CN1C(=O)N(C)C(c2ccccc2Cl)C2=C1CC(C)(C)CC2=O (stereo unspecified)	8%	15	-3%	4%	-9%	-31%[inhibitor]	17%	-55%[inhibitor]	-7%[57.1 µM]
COc1ccccc1CNC(=O)Cn1c(=O)c2cccn2c2cccnc21	0%	0	2%	0%	-2%	?	1%	13%	-6%
CN(C(=O)CSc1nnc(-c2ccccc2F)n1N)C1CCCCC1	6%	4	22%	?	10%	1%	5%	-3%	6%
